PrPC surface inh – inhibitors of human cell surface prion protein PrPC, primary screen, cell-based, TR-FRET; AID 720596, 2013; Major prion protein (Homo sapiens), P04156; inhibition, % at 13.8 µM; TR-FRET read-out; 0.43% of 370,000 active; in the data active = inhibition above about 24%; note: 0% = median of the test wells and 100% = reference compound wells
CCHF vOTU inh – CCHFV vOTU protease inhibitors, primary screen, biochemical, Pep-AMC substrate, fluorescence; Crimean-Congo hemorrhagic fever virus L polyprotein viral ovarian tumor (vOTU) protease …; 0.55% of 370,000 active; inhibition, % at 11.5 µM; note: 0% = vehicle wells with enzyme and 100% = no enzyme wells
BoNT A protease – BoNT/A light chain protease inhibitors, primary screen, biochemical, flow cytometry, MLPCN library; AID 588499, 2011; Botulinum neurotoxin type A light chain protease (Clostridium botulinum A str. ATCC 3502); inhibition, % at 10 µM; 0.17% of 360,000 active; multiplex microsphere protease substrate cleavage; in the data active = inhibition above about 30%; inconclusive = no clear call, values can overlap the other calls; note: plate controls were buffer without enzyme for full effect and enzyme alone for no effect
BioA inh – M. tuberculosis BioA enzyme inhibitors, primary screen, biochemical, plate reader, single point, HTS; 7,8-diaminopelargonic acid synthase BioA (Mycobacterium tuberculosis); AID 602481, 2012; inhibition, % at 9.99 µM; 0.096% of 360,000 active; purified M. tuberculosis BioA enzyme; in the data active = inhibition above about 40%; inconclusive = no clear call, values can overlap the other calls
GDH-TPI counter – GDH-TPI coupling enzyme inhibitors, primary screen, artefact control for M. tuberculosis FBA inhibitor project, biochemical, absorbance, full deck. GDH-TPI coupled enzyme counterscreen, NADH absorbance. inhibition, % at 4.8 µM. 1.2% of 360,000 active. AID 588335, 2011;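 note: 0% = DMSO wells and 100% = wells lacking the enzyme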
BoNT F protease – BoNT/F light chain protease inhibitors, primary screen, biochemical, flow cytometry, MLPCN library | Botulinum neurotoxin type F light chain protease (Clostridium botulinum) | Multiplex microsphere protease cleavage assay | inhibition, % at 10 µM | 0.22% of 360,000 active | AID 588497, 2011; in the data active = inhibition above about 35%, passing the limit was not always enough; inconclusive = no clear call, values can overlap the other calls; note: plate controls were buffer without enzyme for full effect and enzyme alone for no effect
FBA Mtb inh – Mtb FBA enzyme inhibitors, primary screen, biochemical, fluorescence, strain H37Rv; purified M. tuberculosis FBA, fluorescence read-out; inhibition, % at 1 µM; 2.3% of 360,000 active; AID 588726, 2011; in the data active = inhibition above about 27%;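 note: 0% = vehicle and 100% = reference inhibitor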
Target sequence (P9WQA3 whole entry, looked up): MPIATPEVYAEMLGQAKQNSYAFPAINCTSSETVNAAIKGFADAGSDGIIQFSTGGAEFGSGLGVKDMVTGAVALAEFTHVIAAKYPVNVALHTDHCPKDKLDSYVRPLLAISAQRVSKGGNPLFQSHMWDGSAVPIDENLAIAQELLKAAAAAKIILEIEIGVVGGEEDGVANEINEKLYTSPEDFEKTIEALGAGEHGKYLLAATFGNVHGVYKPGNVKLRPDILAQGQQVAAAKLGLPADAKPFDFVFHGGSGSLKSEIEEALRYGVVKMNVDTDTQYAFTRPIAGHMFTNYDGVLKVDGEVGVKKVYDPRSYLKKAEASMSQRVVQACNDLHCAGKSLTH
FadD28 binding – inhibitors of FadD28 bisubstrate probe binding, primary screen, biochemical, fluorescence polarization, single point. Mycobacterium tuberculosis FadD28 fatty-acid-AMP ligase. inhibition, % at 12.5 µM. 0.22% of 360,000 active. AID 588549, 2011; in the data active = inhibition above about 8.5%, passing the limit was not always enough; inconclusive = no clear call, values can overlap the other calls
Mtb UGM inh – M. tuberculosis UGM enzyme inhibitors, primary screen, biochemical, fluorescence polarization, single point | purified UGM, fluorescence polarization probe displacement | AID 504406, 2011 | inhibition, % at 10 µM | UDP-galactopyranose mutase (Mycobacterium tuberculosis (strain ATCC 25618 / H37Rv)), … | 0.06% of 320,000 active; in the data active = inhibition above about 10%, passing the limit was not always enough; inconclusive = no clear call, values can overlap the other calls
Target sequence (P9WIQ1 whole entry, looked up): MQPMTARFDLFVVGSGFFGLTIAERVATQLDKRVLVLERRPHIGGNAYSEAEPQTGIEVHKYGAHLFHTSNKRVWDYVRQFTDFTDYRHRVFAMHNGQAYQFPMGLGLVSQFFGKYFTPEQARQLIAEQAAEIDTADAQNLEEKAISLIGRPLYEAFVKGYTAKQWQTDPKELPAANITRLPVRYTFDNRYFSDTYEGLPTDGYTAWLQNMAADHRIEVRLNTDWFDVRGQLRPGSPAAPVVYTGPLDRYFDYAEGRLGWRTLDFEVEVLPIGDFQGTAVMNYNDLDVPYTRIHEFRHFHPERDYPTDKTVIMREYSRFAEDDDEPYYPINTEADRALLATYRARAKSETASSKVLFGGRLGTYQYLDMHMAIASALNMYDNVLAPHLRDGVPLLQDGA
The depositor's hits bear a star; ? = inconclusive; · = not tested or not shown; + = active, no number. Cut-off read from the data, not from the text of the source, unless noted: active = inhibition above about 30%; inactive = the rest.

Values run as follows: GDH-TPI counter, PrPC surface inh, FadD28 binding, BoNT F protease, Mtb UGM inh, BoNT A protease, BioA inh, FBA Mtb inh, CCHF vOTU inh
COc1ccc(Cl)cc1NC(=O)c1cccc(NC(=O)CCC(=O)O)c1
  4, 1, -2.0, -6, 0.3, -1.0, -0.6, 1, 0
CC(OC(=O)CNS(=O)(=O)c1ccc2ccccc2c1)C(=O)N(C)c1ccccc1 (configuration not stated)
  -6, 0, -3.6, 1, 1.8, -0.6, 0.7, 0, -1
CCC(=O)Nc1ccc(S(=O)(=O)Nc2ncccn2)cc1
  -4, -5, -3.3, -23, -1.6, -0.9, -1.0, 2, -6
O=C1c2cnccc2CN1Cc1ccccc1
  1, 2, -3.1, 7, -1.8, -1.4, 5.3, 1, 7
O=C(CSc1nnc(-c2ccccc2)n1-c1ccccc1)N1c2ccccc2Sc2ccccc21
  10, 9, -0.6, 5, 0.1, 3.0, ·, 0, -3
CCN(CC)C(=O)c1nc[nH]c1C(=O)N1CCC(C)CC1
  1, 1, -0.1, -3, -1.2, -1.3, -0.4, 2, -8
O=c1c2cc(NC(=S)NCc3ccccn3)ccc2nc2n1CCCCC2
  0, -6, 0.8, -12, -2.4, -0.9, ·, 5, -9
CCC(CC)C(=O)NCc1ccc2c(c1)cc(C)n2C
  4, 14, 1.2, -37, 0.6, 32*, -1.5, 2, 2
CCOC(=O)c1cccc(Nc2ncnc3ccc(C)cc23)c1
  20, 2, -6.0, -5, -0.6, 0.4, ·, 4, 21
COc1ccc(CC(=O)NC(C)(C)C)cc1S(=O)(=O)N1CCOCC1
  0, -6, -0.4, 10, -2.2, -0.1, 0.1, -7, -8
COc1ccc(S(=O)(=O)N2CCCN(CC(=O)Nc3cc(NC(C)=O)ccc3OC)CC2)cc1
  4, 10, -0.4, 26, 0.0, 0.4, 6.4, 2, 13
O=C(NC1CCCCC1)c1ccc(S(=O)(=O)NCc2ccco2)cc1
  -11, 3, -0.5, 7, -0.5, 1.8, -0.7, -1, 5
O=C(Oc1cccnc1)c1ccccc1[N+](=O)[O-]
  3, 3, -1.0, 2, -1.8, 0.1, ·, -4, 2
CCOC(=O)Cc1nnc(NC(=O)CSc2nncn2C)s1
  -2, 3, -2.8, 7, 0.2, 1.5, ·, 0, 0
CC(C)c1ccccc1NC(=O)CSc1n[nH]c(=O)n1C1CC1
  4, 0, -0.4, -10, -2.3, -3.7, -1.5, -1, 2
O=c1[nH]c(=O)n(CCc2ccccc2)c(O)c1/C=N/N1CCOCC1
  -1, 0, -4.8, ?, 0.8, 2.4, -1.3, -5, -1
CCCCC(=O)Nc1ccc2c(c1)nc1n2CCSC1
  4, 5, -2.6, 21, 0.2, 6.6, 1.8, 4, -5
C/C(=N\NC(=O)CN1CCCCC1)c1cccc([N+](=O)[O-])c1
  9, -20, -0.5, -4, 3.3, -1.0, ·, 1, 3
O=C(OCC(=O)N1CCC(Cc2ccccc2)CC1)c1cccnc1Cl
  6, 4, -1.7, -33, -3.3, -2.8, 16, 3, 6
CC(C)NC(=O)NC(=O)COC(=O)c1ccc(S(=O)(=O)NCc2ccco2)cc1
  6, -5, -0.3, -6, 1.1, -0.3, -0.3, 1, 1

Whole records from above.
Shown for O=C(NC1CCCCC1)c1ccc(S(=O)(=O)NCc2ccco2)cc1 = GDH-TPI counter: -11; PrPC surface inh: 3; FadD28 binding: -0.5; BoNT F protease: 7; Mtb UGM inh: -0.5; BoNT A protease: 1.8; BioA inh: -0.7; FBA Mtb inh: -1; CCHF vOTU inh: 5
Shown for CCOC(=O)Cc1nnc(NC(=O)CSc2nncn2C)s1 = GDH-TPI counter: -2; PrPC surface inh: 3; FadD28 binding: -2.8; BoNT F protease: 7; Mtb UGM inh: 0.2; BoNT A protease: 1.5; BioA inh: ·; FBA Mtb inh: 0; CCHF vOTU inh: 0

New compounds follow
Values run as follows: GDH-TPI counter, PrPC surface inh, FadD28 binding, BoNT F protease, Mtb UGM inh, BoNT A protease, BioA inh, FBA Mtb inh, CCHF vOTU inh
COc1ccc(N2CCN(C(=O)COC(=O)Cc3cccc(OC)c3)CC2)cc1
  0, 6, -2.0, -6, -1.4, -0.6, ·, 0, -5
COc1cccc(C2=CC(=O)C[C@H](c3ccc(F)cc3)C2)c1
  11, 4, -4.0, -7, -1.7, -0.5, 0.2, -1, 7
CC(=O)N(c1ccc(C(C)C)cc1)C1C=CS(=O)(=O)C1 (configuration not stated)
  3, 3, -1.4, -10, -2.6, 0.5, 0.7, 1, 5
CCCCNC(=O)NS(=O)(=O)c1ccc(C(=O)OC(C)C)o1
  -4, 1, -0.7, -9, 0.3, -2.2, 0.3, 1, 1
Cc1nc2cc(NCc3ccc(Cl)cc3)ccc2n1C
  5, 4, -0.6, ?, -0.9, -7.9, -1.5, 0, -7
COc1ccc(C(=O)C(/C=N/O)=N/Nc2ccc(F)cc2)cc1
  6, 1, 0.7, -2, 1.6, 0.6, ·, -7, 4
Cc1ccc(Oc2c(C)nc(-c3ccccc3)[nH]c2=O)cc1
  -3, -2, -4.1, -2, 2.1, 1.3, ·, 0, -8
COc1cccc(C(=O)C2CCCN(Cc3ccc4nonc4c3)C2)c1 (configuration not stated)
  -3, -1, -9.3, -3, -2.3, 0.2, ·, 3, -11
CC(=O)NCC(=O)OCC(=O)Nc1ccc(C(C)=O)cc1
  3, 7, -1.2, -6, -1.2, -0.2, 2.5, -3, 2
O=C(Nc1ccncc1)c1cncc(Br)c1
  2, -5, 0.0, -2, 3.6, -0.4, -2.8, 4, 16
CCOC(=O)c1c(-c2ccc(OC)cc2)oc2ccc(OCC(N)=O)cc12
  -2, -1, -0.7, -10, 0.3, 1.3, -0.5, +, -102
Cn1c(=O)c2c(nc(NCCc3ccccc3)n2Cc2ccccc2)n(C)c1=O
  -1, 5, -0.7, -1, -1.1, 0.0, -0.3, 2, -9
Cc1ccc(S(=O)(=O)NC(=NC2CCCCC2)c2ccc(F)cc2)cc1
  2, -3, 0.5, 0, -0.3, 0.4, -0.7, 1, 5
Cc1ccc(C)c(N2CCN(C(=O)CCC(=O)N3CCOc4ccc(Cl)cc43)CC2)c1
  -10, 8, -2.7, -9, 0.6, -0.8, -0.1, -4, 5
O=C(CNC(=O)c1ccccc1)OC1CCCCC1
  -12, -2, -5.0, 0, -2.3, -0.2, ·, 0, 12
CCCSc1nc(C)cc(C)c1S(C)(=O)=O
  -7, -10, -3.1, -7, -2.7, 0.0, ·, -1, -1
Cc1cccc(-c2cc(C(=O)Nc3ccc4c(c3)OCCO4)c3ccccc3n2)c1
  11, 0, -0.2, 12, -0.8, 0.4, -0.7, -1, 2
Cc1ccccc1NC(=O)c1ccc(Nc2c([N+](=O)[O-])cc([N+](=O)[O-])c3ccccc23)cc1
  4, -16, 0.0, -6, 0.6, -1.3, ·, -8, 2
O=[N+]([O-])c1ccccc1S(=O)(=O)NC1CCCC1
  -2, 2, -0.7, 4, -1.2, -0.6, ·, 0, 2
c1ccc(Cn2nnc3c(N4CCc5ccccc5C4)ncnc32)cc1
  4, -6, -2.2, 8, 1.9, 4.2, -1.0, 2, -3
Cc1ccc(CS(=O)Cc2ccc(C(=O)NCC(C)c3ccccc3)o2)cc1 (configuration not stated)
  7, 7, -4.5, 17, 3.7, 9.9, 0.8, 1, 13
COc1cc(-c2c(C#N)c(=O)[nH]c3c2c(C)nn3-c2ccccc2)ccc1O
  16, -1, -4.8, 2, 1.8, -2.1, 38, 8, 4
O=C(Cc1ccc(Cl)cc1)Nc1cccc(S(=O)(=O)N2CCCCC2)c1
  2, 9, -1.3, -7, -3.5, -0.5, -0.1, 1, 3
COCc1cc(C)nc(N/N=C/c2ccc(Cl)c(Cl)c2)c1C#N
  14, 5, -0.8, 2, -0.5, 0.0, ·, 2, -3
CC(C)CN(C(=O)COc1cccc(-n2cnnn2)c1)C1CCS(=O)(=O)C1 (configuration not stated)
  -5, 3, 1.3, -1, 0.7, -0.3, -3.3, 2, 12
CN(C)c1ccc(/C=N/n2c(C3CCCCC3)n[nH]c2=S)cc1
  36*, -4, -1.6, -17, 2.0, -1.6, -0.2, 1, 11
Cc1ccc(-c2nc3c(cnn3-c3ccccc3)c(=O)o2)cc1
  7, -1, -1.7, 1, -0.3, -0.4, 0.2, -2, -12
O=C(Nc1ccccc1N1CCCC1)c1cccnc1Cl
  6, 5, -3.2, 3, -1.9, -0.8, -0.1, -1, 10
N#C/C(=C\c1ccc2c(c1)OCCO2)C(=O)NC1CCCCC1
  27, -1, -0.4, 5, 2.2, -0.3, ·, 3, 27
Cc1noc(C(=O)Nc2c(C)nn(Cc3ccccc3)c2C)c1Cl
  1, -2, -4.4, 3, -3.1, -0.1, 0.0, 0, -5
CC(C)OC(=O)CSc1nnc(CNc2ccc(Cl)cc2)n1Cc1ccccc1
  -1, 11, -12, -2, -2.4, 0.0, 2.2, 2, 17
CCCC(=O)Nc1ccc(N2CCN(C(=O)c3ccccc3C)CC2)cc1
  14, 2, -1.2, -5, 1.8, 0.5, -1.8, 6, -3
CC1CCN(CCCNC(=O)CN2C(=O)CSc3ccc(S(=O)(=O)N4CCCCC4)cc32)CC1
  -3, 0, -2.1, 2, 0.6, -0.1, -0.7, -3, 13
Cc1onc(-c2c(F)cccc2Cl)c1C(=O)OCc1nnc(-c2ccccc2)o1
  -7, -3, -5.9, -2, -0.3, -0.7, -0.2, -1, 3
Cc1cc(-c2ccc(Cl)cc2Cl)c(C#N)c(=O)[nH]1
  19, -1, -4.2, 1, -0.5, 0.7, -3.1, 15, -12
CN(C(=O)c1cccc(NC(=O)Cc2ccc(NC(=O)C3CCN(C(=O)C4CCCCC4)CC3)cc2)c1)C1CCC1
  1, 2, -1.2, 2, ·, 0.0, -0.9, 2, -4
O=S(=O)(/N=C(/Nc1ccccc1)C(F)(F)F)c1ccccc1
  9, 3, -1.6, -4, 1.7, 0.3, ·, 1, 18
O=C(Nc1cc(S(=O)(=O)N2CCCC2)ccc1OCC(F)(F)F)c1ccccc1F
  7, 1, -2.6, -4, -0.3, -0.1, ·, 2, 1
CCOC(=O)C1=C(C)OC2(O)c3ccccc3C(=O)C12O (configuration not stated)
  -9, 4, -3.6, ?, -1.1, -2.4, -0.9, -3, 103*
COc1cc2c(cc1NC(=O)COC(=O)c1ccc(C(C)(C)C)cc1)oc1ccccc12
  2, -5, -0.3, 2, -0.8, 0.0, ·, 1, -4
COc1ccc(N2C(=O)C3CCCN3C2=O)cc1 (configuration not stated)
  -4, 0, -2.4, 6, -3.7, 1.4, -0.2, -7, 12

Assay outcomes deposited in PubChem BioAssay by several laboratories.
